SV40 large T antigen: SV40 large T antigen inhibitors, biochemical (AID 1903). SV40 large T antigen ATPase/helicase inhibition assay; higher % means a stronger effect. inhibition, % at 20 µM, or IC50 in µM where a hit was titrated. hit rate 0.39% among 310,000; in the data active = a potency from the dose series; inconclusive = inhibition mostly from about 32% at the one dose, without a potency; inactive = the rest, 99 in 100 with inhibition below about 32%; note: strong numbers were not always called active
Rac1 GTP hydrolysis: MgcRacGAP GTPase-activating activity inhibitors, confirmation, biochemical, ADP Hunter fluorescence; MgcRacGAP-stimulated Rac1 GTP hydrolysis, ADP Hunter fluorescence; higher % means a stronger effect; GST-tagged Rac1 F28L mutant substrate; one-dose inhibition, % at 30 µM; IC50 in µM for titrated hits; hit rate 0.6% among 340,000; AID 624330;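 active = first-screen hits whose inhibition reached a set limit at any dose in the follow-up dose series; inconclusive = inhibition above the set first-screen limit but never retested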;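 note: fluorescence reports GDP produced by GAP-driven GTP hydrolysis; strong numbers were not always called active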
LYP inhibition: inhibitors of LYP phosphatase, biochemical, fluorescence intensity, uHTS (AID 1779); recombinant LYP phosphatase, fluorescence intensity; higher % means a stronger effect; one-dose inhibition, % at 11.5 µM; IC50 in µM for titrated hits; hit rate 0.054% among 290,000; in the data active = inhibition above about 50%;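 note: plate controls were vehicle with enzyme for no effect and no enzyme for full effect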
AID2073: disruptors of CaV2.2 binding to Mint1 – biochemical, HTRF (AID 2073). HTRF protein-protein interaction, Mint1-CaV2.2; higher % means a stronger effect. inhibition, % at 20 µM; hits with a dose series show IC50 in µM. hit rate 0.19% among 290,000; in the data active = inhibition mostly above about 51%, no sharp cut-off; inconclusive = no clear call, values can overlap the other calls; inactive = mostly below about 53%; note: some results filed as inactive read as strong as hits
Dengue-2 NS5 capping: Dengue-2 NS5 methyltransferase inhibitors, primary screen, biochemical, confirmation dose response (AID 588689); Dengue-2 NS5 methyltransferase capping enzyme assay, biochemical; higher % means a stronger effect; one-dose inhibition, % at 25 µM; IC50 in µM for titrated hits; hit rate 0.3% among 340,000; in the data active = a potency from the dose series; inconclusive = inhibition above about 29% without an active follow-up result
HIV peptide binding: inhibitors of HIV fusion peptide binding, primary screen, biochemical, uHTS, fluorescence dequenching (AID 1986) | hit rate 0.3% among 290,000 | cell-free peptide binding, fluorescence dequenching, 30 min; higher % means a stronger effect | inhibition, % at 20 µM, or IC50 in µM where a hit was titrated; in the data active = inhibition mostly above about 52%, no sharp cut-off; inactive = mostly below about 76%; note: some results filed as inactive read as strong as hits
XIAP antagonists: XIAP antagonists, biochemical, IAP family, fluorescence polarization (AID 1018); XIAP BIR domain, fluorescence polarization peptide displacement; higher % means a stronger effect; displacement, % at 20 µM, or IC50 in µM where a hit was titrated; hit rate 0.007% among 200,000; in the data active = displacement above about 50%; note: a part of the inactive calls stands beside numbers as strong as those of hits
RSV antiviral HEp-2: inhibition of RSV-induced cytopathic effect – HEp-2 cells, primary 10 µM value included (AID 2391). HEp-2 cells, RSV-induced CPE inhibition; higher % means a stronger effect. CPE inhibition, % at 10 µM; hits with a dose series show IC50 in µM. hit rate 0.13% among 310,000; in the data active = a potency from the dose series; inconclusive = CPE inhibition mostly from about 23% at the one dose, without a potency; inactive = the rest, 99 in 100 with CPE inhibition below about 21%; note: strong numbers were not always called active
Siah-1 displacement: blockers of Siah-1 interaction with plectin peptide – biochemical, fluorescence polarization, rhodamine-plectin, uHTS, primary screen (AID 1817). Siah-1 / rhodamine-plectin peptide fluorescence polarization; higher % means a stronger effect. displacement, % at 20 µM, or IC50 in µM where a hit was titrated. hit rate 0.02% among 290,000;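 active = displacement of at least 50% at 20 µM, with a fluorescence ratio check between 0.3 and a set limit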;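 note: plate controls were Siah plus tracer with DMSO for no effect and tracer alone without Siah for full effect; strong numbers were not always called active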
Dengue-2 NS5 capping pilot replicate: further read-out of Dengue-2 NS5 capping, marked with its call; inhibition, %; measured here: pilot screen replicate inhibition
The depositor's hits bear a star; ? = inconclusive; . = not tested or not shown.

SMILES | SV40 large T antigen | Rac1 GTP hydrolysis | LYP inhibition | AID2073 | Dengue-2 NS5 capping | HIV peptide binding | XIAP antagonists | RSV antiviral HEp-2 | Siah-1 displacement | others
CC1=CC(C)(C)N2C(=O)C3(C(C#N)=C(N)Oc4cc(O)ccc43)c3cccc1c32 (stereo not drawn) | 8.2% | 7.4% | -4.8% | -1.5% | -4.2% | -2.3% | -11.5% | 3.1% | -1.6%
O=C(CN1CCCCC1)Nc1cc(Cl)ccc1Cl | -3.1% | -1.5% | 5.5% | 5.9% | -4.8% | 1.3% | -1.1% | 0.2% | -4.3%
COC(=O)c1sccc1NS(=O)(=O)c1ccc(OC)cc1 | -2.5% | 5.5% | -1.0% | -5.8% | -2.8% | 8.5% | -13.6% | 0.4% | -0.1%
O=C(Nc1ccn(Cc2ccccc2)n1)c1n[nH]c([N+](=O)[O-])c1Cl | -1.5% | 0.0% | 2.5% | -1.4% | 4.4% | 15.2% | 2.7% | 15.0% | 3.0%
COc1ccc(/C=N/NC(=O)CCC(=O)Nc2ccccc2)cc1OC | 9.8% | 6.4% | 0.0% | 2.1% | -1.8% | -1.0% | -4.7% | 1.2% | 1.3%
O=C(Nc1cc(Br)ccc1O)c1cc(-c2ccc3c(c2)OCO3)on1 | 6.1% | 11.3% | -7.0% | 25.1% | 5.7% | 1.2% | . | 0.6% | -2.3%
COc1cccc(NC(=O)CN2C(=O)CSc3ccc(S(=O)(=O)N4CCC(C)CC4)cc32)c1 | 8.2% | -18.5% | 4.9% | 0.1% | -4.5% | 1.8% | . | ? | 0.4%
CCC(=O)N1C(C(=O)O)CSC1c1ccc(OC)cc1 (stereo not drawn) | -0.5% | 6.1% | -7.2% | -2.5% | -4.4% | -1.2% | -0.7% | 1.0% | 0.9%
S=C(NCCc1ccc(Cl)cc1)Nc1ccc(Cl)cc1Cl | 9.9% | 0.3% | -3.7% | -7.9% | 2.9% | 2.3% | -3.9% | 11.7% | -7.9%
Cc1ccc(NC(=O)CCc2c(C)nn(-c3ccc(N4CCCCC4)nn3)c2C)cc1 | 3.5% | 5.8% | -14.2% | 25.0% | 5.4% | -2.0% | . | 3.0% | -6.7%
CC(=O)c1ccc(N2Cc3ccccc3C3(CCOCC3)C2=N)cc1 | 8.9% | -12.9% | -11.8% | 9.9% | -3.5% | -0.3% | -4.8% | -0.7% | -4.5%
COc1ccc(-c2coc3cc(OC)cc(OC)c3c2=O)cc1 | 3.4% | 4.7% | -6.9% | 15.6% | -0.7% | -1.0% | -4.8% | . | -4.8%
O=C(COC(=O)/C=C/c1ccc(Cl)cc1Cl)Nc1cc(C(F)(F)F)ccc1N1CCOCC1 | 1.8% | -11.7% | -0.3% | -1.5% | 0.0% | 2.4% | -2.8% | 2.2% | 5.2%
CCOc1cccc(/C=N/NC(=S)Nc2cc(S(=O)(=O)N3CCOCC3)ccc2N2CCOCC2)c1O | 10.8% | 9.1% | 7.9% | 24.1% | -0.7% | 0.1% | -16.7% | 6.0% | -7.8%
CCOc1ccccc1CN1CCCC(CNC(=O)Cc2ccc(OC)cc2)C1 (stereo not drawn) | -2.1% | 3.1% | -7.0% | 7.9% | 1.6% | 0.1% | . | 2.1% | -6.3%
O=C(NCc1ccncc1)/C(=C/c1cccc([N+](=O)[O-])c1)NC(=O)c1ccccc1 | 8.5% | 2.3% | -4.5% | 14.2% | 8.5% | -0.8% | . | 1.0% | -2.0%
CS(=O)(=O)N1CCC(CO)(Cc2ccccc2C(F)(F)F)CC1 | 10.4% | 1.4% | -4.1% | 0.2% | -4.7% | 0.1% | -1.5% | 3.4% | 5.3%
COc1cc(C(=O)Oc2cc(C)[nH]c(=O)c2[N+](=O)[O-])cc(OC)c1OC | 12.7% | 6.4% | -5.9% | -4.9% | -4.9% | 0.4% | -13.1% | 2.2% | 9.6%
CO/N=C/c1ccc(Sc2ccc(C)cc2)c([N+](=O)[O-])c1 | 20.3% | 10.8% | -1.4% | 13.9% | 4.5% | -3.5% | -5.8% | 2.1% | -2.0%
CC(C)(O)CC[C@@H](O)[C@](C)(O)[C@H]1CC[C@@]2(O)C3=CC(=O)[C@@H]4C[C@@H](O)[C@@H](O)C[C@]4(C)[C@H]3CC[C@]12C | 16.3% | 2.4% | -5.5% | -7.5% | 1.5% | 1.2% | . | 0.8% | -0.8%
CC(=O)NC(=O)Nc1sc(=S)n(C)c1C | 3.5% | -8.6% | -2.2% | -7.2% | 1.6% | -0.7% | -1.6% | 0.3% | -4.6%
Cc1ccc2cc(CCNC(=O)c3ccco3)c(=O)[nH]c2c1C | -1.6% | 11.4% | -3.2% | -3.0% | -2.8% | 0.9% | -8.9% | 0.8% | -5.7%
Cc1ncoc1C(=O)Nc1ccccc1C(N)=O | -1.5% | 0.6% | -4.9% | 6.5% | -1.4% | 2.2% | -3.8% | 5.1% | -1.6%
COc1ccc(NC(=O)CN(C)C(=O)CNC(=O)c2cccs2)cc1 | -2.1% | 7.8% | -11.8% | -1.9% | -4.2% | 1.3% | . | 0.8% | -2.3%
CCN(CC)S(=O)(=O)c1ccc(C(=O)OCC(=O)c2ccc3c(c2)NC(=O)CO3)cc1 | 7.8% | 2.9% | 0.5% | 23.6% | -1.0% | -1.5% | -1.6% | 1.3% | -0.1%

Reprinted from the part before: 3 compounds, followed by the next part.
SMILES | SV40 large T antigen | Rac1 GTP hydrolysis | LYP inhibition | AID2073 | Dengue-2 NS5 capping | HIV peptide binding | XIAP antagonists | RSV antiviral HEp-2 | Siah-1 displacement | others
Cc1ncoc1C(=O)Nc1ccccc1C(N)=O | -1.5% | 0.6% | -4.9% | 6.5% | -1.4% | 2.2% | -3.8% | 5.1% | -1.6%
COc1ccc(NC(=O)CN(C)C(=O)CNC(=O)c2cccs2)cc1 | -2.1% | 7.8% | -11.8% | -1.9% | -4.2% | 1.3% | . | 0.8% | -2.3%
CCN(CC)S(=O)(=O)c1ccc(C(=O)OCC(=O)c2ccc3c(c2)NC(=O)CO3)cc1 | 7.8% | 2.9% | 0.5% | 23.6% | -1.0% | -1.5% | -1.6% | 1.3% | -0.1%
O=C(N/N=C/c1cccnc1)C(O)c1ccccc1 (stereo not drawn) | 0.4% | 0.4% | -7.7% | -1.0% | -3.6% | 0.7% | -12.0% | 0.9% | 1.1%
Cn1c2ccccc2c(=O)c2ccc(C#Cc3ccc(N)cc3)cc21 | 16.3% | 9.8% | -3.1% | ? | -8.0% | 15.9% | . | 26.8% | -8.6%
O=C(NC1=NCCS1)c1cc(-c2cccnc2)nc2ccccc12 | 3.4% | 6.7% | 5.2% | 7.5% | -3.7% | -0.4% | -8.2% | 3.0% | 11.3%
Cc1cccc(C(=O)NC2CCN(S(=O)(=O)c3ccc(F)cc3)CC2)c1 | -3.7% | 11.3% | -6.6% | 7.1% | 0.4% | 0.3% | . | 0.0% | -7.4%
CC(C)C(NC(=O)c1c(F)cccc1F)C(=O)NC1CC(C)(C)NC(C)(C)C1 (stereo not drawn) | -2.6% | 7.9% | -8.6% | 7.4% | -2.4% | 0.6% | . | 0.4% | 3.8%
O=C(O)CNS(=O)(=O)Cc1ccccc1 | -0.7% | -9.7% | -2.9% | 9.3% | -1.1% | -1.1% | . | -1.9% | -0.5%
COc1ccc(CNC(=O)CN(C2CCCCC2)S(C)(=O)=O)cc1 | 13.5% | 3.4% | -1.4% | 0.9% | 0.7% | 0.4% | -10.0% | 1.7% | 14.4%
CN(CCCC1CCCC1)C(=O)c1cc(COc2ccc(F)cc2F)on1 | 12.1% | 6.6% | -1.8% | 3.5% | -5.2% | 1.0% | . | 14.2% | 3.1%
Cc1cc(C2C(C#N)=C(N)OC3=C2C(=O)CC(C)(C)C3)c(C)s1 (stereo not drawn) | -4.6% | 11.2% | -5.5% | -3.9% | -2.7% | 1.5% | 0.4% | 0.5% | -0.3%
N#Cc1ccsc1NC(=O)CN1CCN(S(=O)(=O)c2ccccc2C(F)(F)F)CC1 | 26.8% | 2.2% | -6.1% | 2.6% | -6.5% | 2.2% | -1.6% | 12.2% | 9.6%
CC(C)(C)c1ccc(S(=O)(=O)NCC(=O)N2CCN(Cc3ccccc3)CC2)cc1 | 16.9% | 4.5% | 0.2% | 2.2% | 1.0% | 0.3% | . | 3.7% | 0.1%
CCOC(=O)C1=C(CCc2ccccc2)NC(=O)NC1c1ccc(Br)cc1 (stereo not drawn) | -2.2% | 4.0% | -9.5% | -4.3% | 4.8% | 0.7% | . | 6.1% | 1.7%
COc1cc(OC)cc(C(=O)Nc2ccc3c(c2)n(C)c(=O)n3C)c1 | 3.0% | 6.2% | -8.2% | 12.1% | -1.6% | 1.6% | . | 4.3% | 2.3%
N=C1C(c2nc3ccccc3s2)=C(O)CN1CCCO | 13.6% | 17.8% | -3.4% | 10.8% | -4.3% | 0.7% | -0.9% | 3.1% | -0.1%
O=c1cc(-c2ccccc2Cl)oc2cccc(O)c12 | 4.2% | 8.0% | -5.4% | -0.3% | -4.1% | -2.4% | -6.1% | -3.1% | 10.0%
Cc1cc(=O)[nH]c(SCC(=O)/C=C2\N(C)c3ccccc3C2(C)C)n1 | 8.9% | 5.4% | -0.4% | -9.3% | -2.6% | 49.3% | 1.0% | 5.8% | 90.9%
NS(=O)(=O)c1ccc(OC(=O)CNC(=O)OCc2ccccc2)cc1 | 17.8% | 12.0% | . | . | -36.8% | . | . | 0.1% | .
CC1=CC(=C(C#N)C#N)c2ccccc2N1C | 9.9% | -4.0% | 2.3% | 49.4% | -70.9% | 146.4% | -6.0% | -2.0% | 17.7%
CCOc1ccc2nnnn2n1 | 3.2% | 8.1% | -7.3% | 2.3% | -1.6% | -1.7% | -6.2% | -0.2% | -0.3%
CCN1C(=O)CC(N2CCN(c3ccc(C(=O)c4ccccc4)cc3)CC2)C1=O (stereo not drawn) | -6.4% | 9.7% | -4.8% | 9.1% | -2.7% | 0.0% | -7.5% | ? | -2.1%
Cn1c(SCc2nc3ccccc3s2)nnc1-c1cccs1 | 6.9% | 0.8% | -5.0% | -3.1% | -3.2% | 1.6% | -6.8% | 2.7% | 1.1%
C=CCSC1=N/C(=C\c2sccc2C)C(=O)S1 | 2.3% | 6.6% | 3.0% | -12.3% | 4.1% | -2.9% | -4.3% | 2.1% | 4.0% | Dengue-2 NS5 capping pilot replicate=-0.5

Taken from above for reference:
SMILES | SV40 large T antigen | Rac1 GTP hydrolysis | LYP inhibition | AID2073 | Dengue-2 NS5 capping | HIV peptide binding | XIAP antagonists | RSV antiviral HEp-2 | Siah-1 displacement | others
O=C(N/N=C/c1cccnc1)C(O)c1ccccc1 (stereo not drawn) | 0.4% | 0.4% | -7.7% | -1.0% | -3.6% | 0.7% | -12.0% | 0.9% | 1.1%
Cn1c2ccccc2c(=O)c2ccc(C#Cc3ccc(N)cc3)cc21 | 16.3% | 9.8% | -3.1% | ? | -8.0% | 15.9% | . | 26.8% | -8.6%
O=C(NC1=NCCS1)c1cc(-c2cccnc2)nc2ccccc12 | 3.4% | 6.7% | 5.2% | 7.5% | -3.7% | -0.4% | -8.2% | 3.0% | 11.3%

Rows were taken by chance. Share with any hit: about 1.7%.
